Compound activity deposited in PubChem by The Scripps Research Institute Molecular Screening Center.
FBW7 act: activators of human E3 ligase FBW7. Q969H0. AlphaScreen FBW7–phospho-cyclin E peptide binding, activator screen. 0.13% of 650,000 active. normalized activity (activation), % at 26.1 µM; in the data active = normalized activity above about 1.9%;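 note: purified mutant Fbw7 with reduced substrate affinity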
Target sequence (Q969H0 whole entry, looked up): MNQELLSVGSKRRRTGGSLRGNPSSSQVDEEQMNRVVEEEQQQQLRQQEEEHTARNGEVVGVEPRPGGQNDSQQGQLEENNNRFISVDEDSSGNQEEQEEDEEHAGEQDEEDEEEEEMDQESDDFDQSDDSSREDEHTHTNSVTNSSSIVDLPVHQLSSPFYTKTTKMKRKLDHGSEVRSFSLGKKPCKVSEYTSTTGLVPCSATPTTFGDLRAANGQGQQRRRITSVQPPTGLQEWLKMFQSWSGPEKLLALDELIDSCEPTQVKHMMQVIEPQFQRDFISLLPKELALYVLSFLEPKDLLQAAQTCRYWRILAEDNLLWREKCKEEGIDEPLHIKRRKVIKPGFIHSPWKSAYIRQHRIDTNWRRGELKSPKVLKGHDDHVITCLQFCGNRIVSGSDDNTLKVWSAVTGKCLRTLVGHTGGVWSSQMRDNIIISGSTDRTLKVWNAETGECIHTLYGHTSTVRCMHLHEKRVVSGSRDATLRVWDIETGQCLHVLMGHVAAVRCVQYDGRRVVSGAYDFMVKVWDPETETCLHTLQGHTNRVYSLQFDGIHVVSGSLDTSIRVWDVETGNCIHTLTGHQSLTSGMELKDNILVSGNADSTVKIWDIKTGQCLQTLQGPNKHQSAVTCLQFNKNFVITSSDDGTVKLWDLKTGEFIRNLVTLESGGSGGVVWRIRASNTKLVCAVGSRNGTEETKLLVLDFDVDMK
GPR151 ag: activates the human receptor GPR151. Q8TDV0. PathHunter beta-arrestin GPR151 cells, luminescence. activation, % at 11.2 µM. 1% of 650,000 active; in the data active = activation above about 4.9%;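 note: 0% = median of compound wells and 100% = cells with positive control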
TEAD-YAP inh: TEAD-YAP interaction inhibition | HEK-TIYL cells, TEAD-Gal4/YAP UAS-luciferase luminescence | 1.4% of 640,000 active | inhibition, % at 9.12 µM; in the data active = inhibition above about 32%;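 note: 0% = median of test compound wells and 100% = reference inhibitor wells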
MITF primary: blocks human microphthalmia-associated transcription factor; O75030; AlphaScreen MITF homodimerization, bead proximity signal; inhibition, % at 2.6 µM; 0.91% of 650,000 active; AID 1259374; in the data active = inhibition above about 50%;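 note: 0% = vehicle wells with protein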
* = called active by the depositor.

nr	molecule	FBW7 act	GPR151 ag	TEAD-YAP inh	MITF primary
1	CC1CN(C(=O)c2ccc(COc3cccc4c3OC(C)(C)C4)cc2)CC(C)O1 (stereo not given)	0.8	-2.6	-5	-10
2	Cc1ccccc1CN1CCc2c(O)cccc2C1=O	-0.1	1.1	-14	-1
3	COc1ccc(Cl)cc1N(CC(=O)N1CCCCCC1)S(=O)(=O)c1ccc(C)c([N+](=O)[O-])c1	0.0	0.1	-14	1
4	Cc1noc(C)c1S(=O)(=O)N1CCN(c2ccc(F)cc2)CC1	0.1	0.6	4	3
5	Cc1cc(C)n2nc(S(=O)(=O)NCc3ccccc3)nc2n1	-0.1	1.7	3	18
6	COC(=O)C1=C(C)N=c2s/c(=C/c3ccc(N(C)C)cc3)c(=O)n2C1c1ccccc1 (stereo not given)	0.1	0.0	2	17
7	Cc1ccc(NC(=O)CN2CCN(c3ccc(F)cc3)CC2)cc1	-0.2	0.2	-1	0
8	C=C(C)CN(CC)C(=O)CC1C(=O)NCCN1Cc1ccc2ccccc2c1 (stereo not given)	-0.2	0.3	1	-2
9	COc1cc(Cl)c(C)cc1NC(=O)CNC(=O)Cn1cnc2sc(C)cc2c1=O	0.1	-0.3	-6	-11
10	Cc1cc(O)c(C(=O)Cc2ccccn2)c(O)c1	-0.2	-0.3	-73	-6
11	CCCN(CC1CC1)C(=S)NC(=O)C1CC1	0.1	1.7	14	9
12	Cc1ccccc1C1N2CC3(C)CN1CC(C)(C2)C3O (stereo not given)	0.1	-0.2	3	-5
13	O=c1[nH]c(/C=C2\C=Nc3ccccc32)c(O)n1Cc1ccc(Cl)cc1	-0.1	0.2	7	-6
14	Cc1sc(NC(=S)NC(=O)CCc2ccccc2)c(C(N)=O)c1C	0.0	-0.2	50*	-4
15	CCc1ccc(N2N=C(C)/C(=C\c3ccc(OC(C)=O)c(OC)c3)C2=O)cc1	-0.1	1.1	-1	4
16	C=C1c2cc(C)ccc2NC(=O)N1c1ccc(Cl)c(Cl)c1	0.1	0.8	4	0
17	CCC(C)(C)NC(=O)CSc1nc2ccccc2n1CC(=O)Nc1ccccc1F	1.4	-2.4	15	29
18	CCCNC(=S)N1CCC(n2cnc3ccccc32)CC1	-0.1	-1.7	5	10
19	N#Cc1c(NC(=O)CN2C(=O)c3ccccc3C2=O)sc2c1CCCC2	0.1	0.5	-15	-12
20	CCn1c2ccccc2n2nc(C)c(C(C)=O)c12	-0.1	-0.9	-5	2
21	CCCNc1nc2ccccc2n2cnnc12	0.0	0.1	-3	-1
22	COc1ccccc1CNC(=O)COc1ccc(Cl)cc1C	0.8	-0.9	-17	10
23	Cc1c(NC(=S)NCc2ccccc2)c(=O)n(-c2ccccc2)n1C	0.1	-2.5	-5	16
24	CCSc1nnc2c(n1)[nH]c1ccc(F)cc12	0.0	0.3	-2	-3

Of the compounds above, these contain an aryl methoxy group.
nr	molecule	FBW7 act	GPR151 ag	TEAD-YAP inh	MITF primary
3	COc1ccc(Cl)cc1N(CC(=O)N1CCCCCC1)S(=O)(=O)c1ccc(C)c([N+](=O)[O-])c1	0.0	0.1	-14	1
9	COc1cc(Cl)c(C)cc1NC(=O)CNC(=O)Cn1cnc2sc(C)cc2c1=O	0.1	-0.3	-6	-11
15	CCc1ccc(N2N=C(C)/C(=C\c3ccc(OC(C)=O)c(OC)c3)C2=O)cc1	-0.1	1.1	-1	4
22	COc1ccccc1CNC(=O)COc1ccc(Cl)cc1C	0.8	-0.9	-17	10

Single entries from the results shown:
#3 | MITF primary = 1
#6 | MITF primary = 17
#9 | MITF primary = -11

Further entries
nr	molecule	FBW7 act	GPR151 ag	TEAD-YAP inh	MITF primary
25	Fc1cc(F)c2nc(N3CCCC3)sc2c1	-0.1	1.3	-51	0
26	CSc1ccccc1C(=O)Nc1nc2ccc(Br)cc2s1	0.2	-2.2	-40	13
27	COc1ccc(C(c2nnnn2C(C)(C)C)N2CCC(C(N)=O)CC2)cc1 (stereo not given)	0.9	-0.2	9	16
28	Cc1ccsc1/C=N/NC(=O)c1cc(Cl)ccc1O	-0.1	0.6	-36	-11
29	Cc1cccc(C)c1NC(=O)CSc1n[nH]c(N)n1	-0.1	0.0	-8	-6
30	NC(=O)c1ccc(-c2nc(NCCc3ccc(O)cc3)c3ncn(-c4ccccc4)c3n2)cc1	0.2	-0.9	66*	-4
31	c1ccc2c(-c3nc(Nc4ccc(N5CCOCC5)cc4)c4[nH]cnc4n3)csc2c1	0.0	0.7	-14	7
32	O=C1c2ccc3c4c(ccc(c24)C(=O)N1Nc1ccccc1)CC3	0.1	-1.4	11	21
33	CS(=O)(=O)N(CC(=O)NCCc1ccccc1)c1cc(C(F)(F)F)ccc1Cl	0.4	1.1	-20	-2
34	CCOC(=O)c1ccc(NC(=O)CSc2ccc(-c3cccc([N+](=O)[O-])c3)nn2)cc1	0.6	-1.1	-6	18
35	COc1ccc(C)cc1S(=O)(=O)N(C)CC(=O)Nc1ccccc1C(F)(F)F	-0.1	0.3	-4	-3
36	FC(F)(F)c1ccc(Cn2cnc3c(Nc4ccc5c(c4)OCO5)nc(Nc4ccc(C(F)(F)F)cc4)nc32)cc1	0.1	-0.5	13	-7
37	O=C(COC(=O)/C=C\c1ccco1)Nc1ccc(OC(F)(F)F)cc1	0.0	0.8	10	12
38	Cc1nnc(NC(=O)C2C3C=CC(O3)C2C(=O)O)s1 (stereo not given)	0.1	0.9	-9	-7
39	CCC(C)Sc1nc(O)cc(=O)n1-c1ccccc1OC (stereo not given)	1.1	0.3	5	6
40	COc1ccc(Cl)cc1C(=O)N/C(=C\c1cccc([N+](=O)[O-])c1)C(=O)Nc1cc(Cl)ccc1Cl	-0.1	-0.5	6	-3
41	COc1cc(Nc2nc(SCC(=O)c3ccc(Cl)cc3)nc3ccccc23)cc(OC)c1OC	0.0	-1.2	-8	11
42	COCCn1c(=O)[nH]c2nc(-c3cnn(C)c3)cnc21	0.2	-0.8	-6	-7
43	COc1cc(/C=C2/N=C(c3ccc(C)c([N+](=O)[O-])c3)OC2=O)cc(OC)c1OC(C)=O	0.4	-0.2	-2	2
44	Cc1ccc(-n2ncc3c(NCCCO)ncnc32)cc1Cl	-0.2	1.8	-35	4
45	COc1ccc2c(c1)sc(=NC(=O)c1cccc(OC)c1OC)n2C	0.6	3.0	-38	17
46	COc1ccc2[nH]c3c(c2c1)CCNC31CCN(C(=O)N[C@@H](C)c2ccccc2)CC1	-0.1	1.1	-1	-11
47	Cc1c(NCCCO)c([N+](=O)[O-])cc([N+](=O)[O-])c1NCCCN1CCOCC1	-0.1	-0.4	4	7
48	COc1ccc(C(=O)N2CCN(c3cc(Oc4ccccc4)nc(C)n3)CC2)cc1OC	0.1	0.2	0	-40

A second format for part of the listing above.
43. COc1cc(/C=C2/N=C(c3ccc(C)c([N+](=O)[O-])c3)OC2=O)cc(OC)c1OC(C)=O
  FBW7 act: 0.4	GPR151 ag: -0.2	TEAD-YAP inh: -2	MITF primary: 2

44. Cc1ccc(-n2ncc3c(NCCCO)ncnc32)cc1Cl
  FBW7 act: -0.2	GPR151 ag: 1.8	TEAD-YAP inh: -35	MITF primary: 4

45. COc1ccc2c(c1)sc(=NC(=O)c1cccc(OC)c1OC)n2C
  FBW7 act: 0.6	GPR151 ag: 3.0	TEAD-YAP inh: -38	MITF primary: 17

Further records follow.
nr	molecule	FBW7 act	GPR151 ag	TEAD-YAP inh	MITF primary
49	COc1ccc(NC(=O)Cn2c(-n3nc(C)cc3C)nc(C)cc2=O)cc1	-1.0	-0.6	-11	0
50	Cc1cc(C)cc(-n2c(C)nc3cc(C(=O)NC(C)C)ccc32)c1	-0.2	0.9	-13	2
51	CC(=O)c1cc(C#N)c(SCc2ccc(C(C)(C)C)cc2)nc1C	0.1	-1.1	10	-1
52	COc1ccc(C(=O)N/C(=C/c2cccc([N+](=O)[O-])c2)C(=O)Nc2ccc(C)c(C)c2)c(Cl)c1	-0.2	-0.5	10	-5
53	Cc1ccc(S(=O)(=O)n2ccn(C(=O)C(C)Oc3ccccc3)c2=O)cc1 (stereo not given)	-0.1	0.0	4	4
54	CC(=O)Nc1cccc(NC(=O)C(c2ccccc2)N2Cc3ccccc3C2=O)c1 (stereo not given)	0.1	0.9	1	-17
55	c1ccc(CNCc2ccccc2)cc1	0.1	-0.5	9	6
56	CC12CCCCC1c1ccccc1C(=S)N2 (stereo not given)	0.6	-0.1	-1	17
57	CCOc1cc(C2NCCc3cc(OC)c(OC)cc32)ccc1O (stereo not given)	-0.1	0.7	8	-11
58	CCN1CC2([N+](=O)[O-])C(=O)CC3OC(c4ccccc4)CC2C3([N+](=O)[O-])C1 (stereo not given)	0.0	-0.1	2	-2
59	Cn1c(CNc2ccccc2)c(C#N)c2ccccc21	-0.1	-0.8	-14	-8
60	COc1ccc(O)c(CN2CCN(C3CCCC3)C(CCO)C2)c1 (stereo not given)	-0.1	-0.2	7	2
61	OCCC1CN(C2CCCCC2)CCN1Cc1ccc(F)cc1 (stereo not given)	0.1	0.3	5	14
62	Nc1nc(N2CCc3ccccc3C2)nc2nc[nH]c12	0.3	-1.8	-67	-1
63	COc1ccc(N2CCN(Cn3nc4c5ccccc5ncn4c3=O)CC2)cc1	-0.1	0.6	5	1
64	CC(C)C(=O)NC(c1ccccc1)C(Cl)(Cl)Cl (stereo not given)	0.1	0.3	-1	-5
65	COc1ccc(N(CC(=O)NCc2ccccn2)S(=O)(=O)c2ccccc2[N+](=O)[O-])c(OC)c1	-1.6	0.1	-15	2
66	COc1ccccc1Oc1ncnc2scc(-c3ccc(F)cc3)c12	0.6	0.9	-23	-6
67	CCOC(=O)C1=C(C)NC(=S)NC1c1cc(C)sc1C (stereo not given)	0.0	0.7	8	-5
68	CC(C)(C)c1csc2ncc(C(=O)NCc3ccccc3Oc3ccccc3)c(=O)n12	-0.4	1.6	1	0
69	O=C(Cn1nc(-c2cccc(F)c2)n(-c2ccncc2)c1=O)NCC1CC1	0.1	-0.5	-15	0
70	O=C(CCCN1C(=O)c2ccccc2C1=O)Nc1ccc(Br)cn1	0.0	0.5	-7	2
71	Cc1cc(OCCN2CCOCC2)cc(C)c1Cl	-0.2	0.1	0	21
72	CCOC(=O)c1ccc(NC(=O)COc2ccc(-n3cnnn3)cc2)cc1	0.2	1.2	4	3

Compound profiles (already shown).
Profile of OCCC1CN(C2CCCCC2)CCN1Cc1ccc(F)cc1 (stereo not given) = FBW7 act = 0.1; GPR151 ag = 0.3; TEAD-YAP inh = 5; MITF primary = 14
Profile of COc1ccc(N2CCN(Cn3nc4c5ccccc5ncn4c3=O)CC2)cc1 = FBW7 act = -0.1; GPR151 ag = 0.6; TEAD-YAP inh = 5; MITF primary = 1

Going on with the list.
nr	molecule	FBW7 act	GPR151 ag	TEAD-YAP inh	MITF primary
73	CCC(C)NC(=O)N1CCC(n2nccc2NC(=O)c2ccccc2C)CC1 (stereo not given)	0.1	1.3	2	9
74	O=C(O)CSc1nc(-c2ccccc2)cc(C(F)(F)F)n1	0.0	0.1	0	2
75	COc1ccc(N2CCN(C(=O)c3ccc4c(c3)NC(=O)c3ccccc3N4)CC2)cc1	-0.1	0.7	7	-3
76	Cc1ccccc1C(=O)NNC1=NCCCCC1	0.1	0.4	1	-16
77	O=C1c2ccccc2C(=O)N1CCCCn1ncnn1	0.1	1.6	-4	-1
78	Cc1ccccc1C(=O)Nc1cccc(NC(=O)c2cccc(Br)c2)c1	-0.2	0.1	-4	-2
79	O=C(O)c1ccccc1NS(=O)(=O)c1cccc(N=Nc2c(O)[nH]c(=S)[nH]c2=O)c1	-0.2	-1.3	7	7
80	Cc1cc(=O)nc2c3ccccc3n(CC(=O)N3CCCCCC3)n12	0.1	-1.4	-6	-8
81	O=C(NC1CCCCC1)c1ccc(Cn2c(=S)[nH]c3ccsc3c2=O)cc1	0.2	-1.4	4	15
82	COc1ccc(S(=O)(=O)NCC2CCCN(Cc3ccc(-c4ccco4)cc3)C2)cc1 (stereo not given)	-0.2	0.9	18	16
83	Cc1cc(C)c(C)c(OCC(O)CN2CCCC2)c1 (stereo not given)	0.4	-2.2	16	6
84	O=C(NCCc1ccccc1)c1cnn2ccccc12	0.8	-0.4	-34	2
85	COC(=O)Nc1ccc(S(=O)(=O)N2CCC(C(=O)Nc3ccc4c(c3)OCO4)CC2)cc1	-0.1	0.9	4	6
86	CN(CCCN1CCOCC1)c1nc2nonc2nc1NC1CCCC1	0.5	0.1	8	15
87	CC(C)C(NC(=O)/C(=C/c1ccc(Cl)cc1)NC(=O)c1ccco1)C(=O)O (stereo not given)	0.0	1.9	2	-9
88	COCCCNC(=O)CCc1nnc2n(Cc3ccccc3)c(=O)c3ccccc3n12	0.6	-0.4	8	19
89	O=C(COC(=O)c1ccc[nH]c1=O)Nc1cc([N+](=O)[O-])ccc1Cl	-0.2	-0.7	6	-2
90	N=C1SCC(=O)N1c1ccc(Br)cc1	-0.1	0.2	11	-4
91	CCOc1cc2[nH]c(=O)n(CCCCC(=O)O)c(=O)c2cc1OCC	-0.1	0.4	-4	-4
92	Cc1cc(NCCCN2CCCC2=O)nc(N2CCN(Cc3ccc4c(c3)OCO4)CC2)n1	-0.1	-0.7	0	12
93	Nc1ccc(Sc2ccc3ccccc3c2Cl)c(Cl)c1	0.0	3.5	-8	-4
94	COc1ccc(C2SC(C)C(=O)N2c2ccc(Cl)cc2)cc1 (stereo not given)	0.2	0.5	9	5
95	COC(=O)c1ccc(/C=C2\C(=O)NN(c3cccc(Cl)c3)C2=O)cc1	0.0	-0.3	-3	-3
96	CCOc1cc(C(=O)OCC(=O)NC(=O)NC(C)(C)C)ccc1OCC(C)C	0.2	0.9	9	4

Rows are unselected; 3.5% or so of the library scored in one or more.
